hiPSC survival: enhancers of human iPSC single-cell survival; hiPSC single-cell survival, ATPlite luminescence; 100% = ROCK inhibitor wells, 0% = DMSO; 0.044% of 360,000 active; survival enhancement, % at 20 µM; AID 602274; in the data active means survival enhancement above about 18%;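 further: cells exposed to compounds for 16 hours before the ATP read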
NR2E3 ag-1: agonists of human NR2E3 nuclear receptor | Q9Y5X4 | CHO-S Gal4-NCOR/VP16-NR2E3 two-hybrid, luciferase | inhibition of corepressor binding, % at 3.98 µM | 0.35% of 360,000 active | AID 602229;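 active means inhibition above the mean of all tested compounds plus 3 SD, cut at about 70% in these data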;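 further: 0% = DMSO with NR2E3 transfected cells and 100% = cells lacking NR2E3 construct; higher means lower luciferase signal from less NR2E3 corepressor binding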
Target sequence (Q9Y5X4 whole entry, looked up, the tested form may be a part): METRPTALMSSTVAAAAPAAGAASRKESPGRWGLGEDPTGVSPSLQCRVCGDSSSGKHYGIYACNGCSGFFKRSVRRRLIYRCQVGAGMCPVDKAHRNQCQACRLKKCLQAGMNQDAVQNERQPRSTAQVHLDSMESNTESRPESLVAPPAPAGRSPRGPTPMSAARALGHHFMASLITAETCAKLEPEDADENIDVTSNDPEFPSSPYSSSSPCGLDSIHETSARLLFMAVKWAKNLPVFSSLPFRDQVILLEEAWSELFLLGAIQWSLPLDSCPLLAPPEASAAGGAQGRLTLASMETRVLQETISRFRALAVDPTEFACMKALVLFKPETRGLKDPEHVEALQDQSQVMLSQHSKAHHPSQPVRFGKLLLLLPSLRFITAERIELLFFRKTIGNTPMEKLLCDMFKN
MITF TRPM1 inh: reduces MITF-dependent TRPM1 promoter luciferase signal. AID 488899. SK-MEL-5 TRPM1 promoter luciferase, 24 h. 0.83% of 330,000 active. inhibition, % at 12.5 µM;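 active means mean inhibition across replicates of 60% or more, whatever share of single replicates reaches that level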; further: values of inactives mirror those of a sister screen read the other way
Peg3 promoter: inhibitors of Peg3 promoter; HeLa PEG-Prom luciferase reporter, luminescence, overnight; inhibition, % at 20 µM; 1.7% of 360,000 active; AID 588405;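 active means inhibition of at least 50% at 20 µM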
CaV13 ICDI inh: Disruptors of the CACNA1D IQ motif to Ca2+-dependent inactivation inhibitor domain association, primary screening, Förster resonance energy transfer in intact living …; HEK cells, CFP/YFP FRET ICDI-IQ, plate reader, 10 min; percent FRET-ratio fall versus neutral wells; 0.098% of 340,000 active; AID 743397; inhibition, % at 12.3 µM;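 active means mean replicate inhibition of at least 30% and at least 1% of replicates passing that level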;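 further: 0% = median of the neutral control wells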
NR2E3 ag-2: agonists of human nuclear receptor NR2E3. Q9Y5X4. GST-NR2E3/biotin-RetCOR TR-FRET, 1536-well. inhibition of corepressor binding, % at 4.78 µM. 0.12% of 320,000 active. AID 2300;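 active means percent inhibition above the cutoff of mean plus 3 SD of all tested compounds, set per screening campaign, cut at about 20% in these data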;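 further: 0% = DMSO wells and 100% = biotin wells as full block of FRET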
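system = GST-tagged NR2E3 plus biotinylated RetCOR corepressor | input = 1.35 nM GST-NR2E3 | also added = 7 nM biotin-RetCOR | schedule = 5 h incubation at 4 °C | measured by = TR-FRET with europium anti-GST and streptavidin-D2, 340 nm excitation | read-out = percent loss of FRET ratio relative to control wells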
Vif inh: blocks HIV Vif function | inhibition, % at 7.49 µM | HEK293T cells, Vif self-association by quenched fluorescence, imaging, 24 h | 0.35% of 340,000 active; in the data active means inhibition above about 50%, passing the limit was not always enough; further: some results filed as inactive read as strong as hits
HIF-2a block: HIF-2a inhibition | 786-0 RCC cells HIF-2a reporter, luciferase luminescence, overnight | inhibition, % at 18.8 µM | 0.72% of 360,000 active | AID 624352;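 active means inhibition of the luminescence signal of 40% or more relative to plate controls, in a single-dose primary screen at 18.75 µM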
Granule exo inh: blocks lytic granule exocytosis | inhibition, % at 10 µM | 0.66% of 360,000 active | TALL-104 LAMP-1 surface exposure, flow cytometry; cells stimulated with thapsigargin and PMA | AID 651702;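 active means inhibition above about 55%, limit read from the data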
aDG glyco up: increases alpha dystroglycan glycosylation; Pro5-aDG cells, alpha-DG glycosylation AlphaScreen (IIH6); 0% Pro5, 100% B10-LARGE cell signal; 0.22% of 360,000 active; activation, % at 10 µM; AID 624168;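 active means activation of at least 8% versus controls, or a plate z-score of at least 8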;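 further: Pro5 are CHO cells carrying HIG-tagged alpha-DG that lacks glycosylation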
PDI inh: blocks human protein disulfide isomerase activity. PDI insulin aggregation turbidity, A650, 90 min. inhibition, % at 10 µM. AID 588391. 0.052% of 350,000 active. P07237;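 active means mean inhibition across replicates of 30% or more, whatever share of single replicates reach that level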;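 further: absorbance from insulin aggregation driven by PDI reduction with DTT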
Target sequence (P07237 whole entry, looked up): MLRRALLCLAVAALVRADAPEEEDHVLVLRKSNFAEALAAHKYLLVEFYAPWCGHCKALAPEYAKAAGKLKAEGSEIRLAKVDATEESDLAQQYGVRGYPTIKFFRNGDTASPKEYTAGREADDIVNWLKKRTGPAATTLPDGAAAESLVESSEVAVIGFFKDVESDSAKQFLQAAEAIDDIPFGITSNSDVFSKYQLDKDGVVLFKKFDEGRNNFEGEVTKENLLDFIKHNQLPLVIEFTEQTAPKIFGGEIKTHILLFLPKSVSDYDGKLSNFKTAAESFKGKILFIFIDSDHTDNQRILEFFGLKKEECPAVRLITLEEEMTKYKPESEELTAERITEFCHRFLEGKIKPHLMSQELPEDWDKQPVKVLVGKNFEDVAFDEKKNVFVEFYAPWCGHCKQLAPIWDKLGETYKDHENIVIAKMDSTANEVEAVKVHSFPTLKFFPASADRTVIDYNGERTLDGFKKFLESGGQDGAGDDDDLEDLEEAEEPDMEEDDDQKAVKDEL
The depositor's hits bear a star; · = not tested or not shown.

Structure,hiPSC survival,NR2E3 ag-1,MITF TRPM1 inh,Peg3 promoter,CaV13 ICDI inh,NR2E3 ag-2,Vif inh,HIF-2a block,Granule exo inh,aDG glyco up,PDI inh
C=C(C)C(=O)Oc1ccc(N=Nc2ccc(C)cc2)ccc1=O,-2.2,-105,·,-86,-2,·,12,-151,-2,-0.7,-3
CCCOc1ccc(/C=C2/C(=O)ON=C2C)cc1Cl,0.5,-16,14,65*,-8,-4,-9,4,6,0.1,-2
COc1cc(S(=O)(=O)NCc2ccc3c(c2)OCO3)ccc1F,1.2,-28,-4,-5,-3,3,-10,3,7,-0.1,11
CC(=O)c1ccc(Oc2cnccn2)cc1,-1.5,-21,2,-10,-8,-1,1,10,0,0.2,15
Cn1c(SCc2cc([N+](=O)[O-])cc3c2OCOC3)nnc1-c1ccccn1,0.1,-32,4,16,-4,-2,11,-2,20,0.3,-7
O=C(O)[C@H]1CCCC[C@H]1C(=O)NCCc1ccccc1,-1.2,-9,-17,12,-8,5,14,12,3,-0.2,-5
CCCN(C(=O)c1cc2c(s1)CCC2)c1c(N)n(Cc2ccccc2)c(=O)[nH]c1=O,-0.4,-17,10,9,-5,-4,5,11,-4,0.0,8
O=C1CN(S(=O)(=O)c2ccc(Cl)cc2)CC(=O)N1CCc1ccccc1,-1.4,-2,-2,13,-4,-2,-17,14,20,0.0,1
CC(CC(=O)Nc1ccccc1)n1ccnc1 (stereo unspecified),0.6,-9,-1,2,-4,3,-1,10,-5,-0.3,1
Cc1ccccc1Oc1ncnc(N)c1[N+](=O)[O-],-0.8,-29,5,5,1,-2,5,15,0,-0.1,0
CCOc1cc(CNCCc2ccc(S(N)(=O)=O)cc2)ccc1OCc1ccc(Cl)cc1,-1.6,52,92*,108*,·,-5,-3,86*,103*,-0.7,0
CC1CCCCN1CCCNC(=O)c1ccc(Br)cc1 (stereo unspecified),-0.6,-5,3,6,-5,1,3,12,-8,-0.1,3
O=C(CN1CCN(c2ccc(F)cc2)CC1)NC(=O)NCc1ccco1,0.2,-9,2,17,-6,0,-2,2,-4,-0.2,-1
Nc1ccc(N(c2ccccc2)c2ccc(N)cc2)cc1,-2.8,-8,58,11,-5,2,-3,11,0,-1.3,-4
O=C(NC(=O)c1ccncc1)NC(c1ccccc1)c1ccccc1,-0.5,13,-6,12,-9,1,2,-14,2,0.0,8

Complete entries, looked up by structure:
O=C1CN(S(=O)(=O)c2ccc(Cl)cc2)CC(=O)N1CCc1ccccc1 across the screens: hiPSC survival = -1.4; NR2E3 ag-1 = -2; MITF TRPM1 inh = -2; Peg3 promoter = 13; CaV13 ICDI inh = -4; NR2E3 ag-2 = -2; Vif inh = -17; HIF-2a block = 14; Granule exo inh = 20; aDG glyco up = 0.0; PDI inh = 1
CCCN(C(=O)c1cc2c(s1)CCC2)c1c(N)n(Cc2ccccc2)c(=O)[nH]c1=O across the screens: hiPSC survival = -0.4; NR2E3 ag-1 = -17; MITF TRPM1 inh = 10; Peg3 promoter = 9; CaV13 ICDI inh = -5; NR2E3 ag-2 = -4; Vif inh = 5; HIF-2a block = 11; Granule exo inh = -4; aDG glyco up = 0.0; PDI inh = 8

The listing continues:
Structure,hiPSC survival,NR2E3 ag-1,MITF TRPM1 inh,Peg3 promoter,CaV13 ICDI inh,NR2E3 ag-2,Vif inh,HIF-2a block,Granule exo inh,aDG glyco up,PDI inh
CC(=O)c1ccc(NC(=O)CSc2nc(C)cc(C)c2C(N)=O)cc1,-0.9,2,2,10,-7,2,22,7,-5,-0.4,-1
C[C@H](NC(=O)C1(c2ccccc2)CCN(C(=O)[C@H]2CSCN2C(=O)OC(C)(C)C)CC1)C(=O)O,-2.5,-20,-6,-2,-4,5,3,5,0,-0.3,2
COc1ccc(-c2cc(C(=O)Nc3ccc(Br)cc3)no2)cc1,-0.6,-40,-3,-10,-18,0,-4,4,3,0.0,-6
CCOC(=O)c1c(NC(C)=O)sc2c1CCCNC2=O,1.5,20,30,6,-1,-3,-9,13,0,-0.3,-5
O=C(CCc1ccccc1)Nc1ccc(S(=O)(=O)N2CCCC2)cc1,0.8,-7,-4,34,-9,4,-2,18,3,0.2,4
O=S(=O)(CC(CN1CCCC1)N1CCCC1)c1ccc2ccccc2c1 (stereo unspecified),-4.1,-4,76*,80*,-5,-2,-7,22,28,0.3,5
CC(C)Oc1cccc(C(=O)N/N=C/c2ccoc2)c1,-0.3,-14,-26,-154,-4,·,7,-115,-4,0.0,3
CCN(CC)c1ccc(S(=O)(=O)N2CCOCC2)cc1NC(=O)CSc1nncs1,-0.5,11,2,13,·,-5,-12,7,3,-0.3,-7
O=C(NCC1CC1)c1onc(CSc2ccc(F)cc2)c1C(=O)NCC1CC1,0.0,6,-13,11,-10,0,5,13,24,0.2,-4
COc1ccc(-c2ccccc2NC(=O)C2CCCN(Cc3ccc(C)o3)C2)cc1 (stereo unspecified),-0.2,11,9,25,-6,5,0,8,-3,-0.1,-5
CCC1(C)CC(C(N)=S)CCO1 (stereo unspecified),-0.7,9,9,3,-3,0,-1,14,10,0.1,-5
Cc1ccc(-n2c(C)cc(C(=O)Cn3nc(C(=O)O)c4ccccc4c3=O)c2C)cc1,-1.8,-32,-19,-109,-8,2,-2,-92,30,0.4,-5
COc1ccc(S(=O)(=O)N(C)CC(=O)N2CCN(c3ccccc3)CC2)cc1,-0.7,-4,17,1,-2,-1,-11,9,-5,0.0,-8
O=C(Nc1nc(-c2ccc([N+](=O)[O-])cc2)cs1)C1=COCCO1,-0.8,-28,·,-90,-15,·,-2,-67,4,-0.2,-11
COc1ccc(-c2cc(-c3ccc(Cl)cc3)n[nH]2)c(O)c1,-0.2,-220,-114,-366,-3,0,6,-213,6,0.2,10
CCOC(=O)Cc1csc(NC(=O)CCCCCN2C(=O)c3cccc4cccc(c34)C2=O)n1,0.2,-14,8,15,-4,-1,6,4,-1,0.2,1
COCC1COS(=O)(=O)NC1(C)C (stereo unspecified),1.4,-28,7,-7,-9,2,-4,-4,1,0.0,13
CCNC(=O)CC1C(=O)N(c2ccc(C)cc2)C(=O)N1CCc1sccc1C (stereo unspecified),-0.3,1,2,11,-2,-5,5,18,-3,-0.1,0
CCOC(CCNC(=O)c1cn(CC(C)C)c(=O)c2c1c1ccccc1n2C)OCC,3.3,-3,-5,14,-4,-2,7,10,-4,0.3,-13
CCCCNC(=O)C1(C)CCCCN1C(=O)c1ccc2c(c1)C(C)(C)CCC2(C)C (stereo unspecified),-1.3,11,·,3,-11,·,-16,12,-2,0.0,-11
C=CCN(C(=O)CNC(=O)c1ccco1)C(C(=O)NC1CCCCC1)c1ccc(OC)cc1OC (stereo unspecified),-0.6,-7,-4,9,-5,1,-5,13,2,0.0,9
O=C(c1ccc(Cn2c(=O)[nH]c3ccsc3c2=O)cc1)N1CCN(c2ccccc2)CC1,-0.8,-5,4,12,-6,3,12,27,-2,0.0,1
C=CCn1c(SCC(=O)Nc2ccc3c(c2)CCC3)nc2ccccc2c1=O,2.1,-36,2,13,-4,1,31,17,-9,-0.1,-6
O=[N+]([O-])c1cccc2c3c([nH]c12)CCCC3,-0.2,18,-5,8,-5,1,17,-3,-11,-0.1,-1
COC(=O)CSc1nc2ccccc2n1CC(=O)N(C(C)C)C(C)C,2.1,3,-2,-2,-4,0,21,7,0,0.0,5
N#CC(C(=O)Nc1ccccc1)=C1Nc2ccccc2N1,-2.4,-31,-32,-64,-7,-2,-9,-135,-2,0.2,-2
CCCCn1c(N)c(N(CC(C)C)C(=O)c2cnc(C)cn2)c(=O)[nH]c1=O,-0.5,-19,-1,5,-6,2,4,15,2,-0.1,-8
COc1cc(/C=C2\SC(=S)N(CCC(=O)N3CCN(C)CC3)C2=O)cc(OC)c1OC,0.0,-21,0,17,-3,-5,35,0,23,0.6,-20
COc1ccc(-c2ccccc2)cc1NC(=O)c1cccs1,-0.2,-29,4,13,-2,4,-3,-17,2,0.1,-2
CC(CC(=O)N1CCN(c2ccccc2F)CC1)c1ccccc1 (stereo unspecified),0.5,-9,-3,11,-5,0,-14,-5,-3,0.0,-3
CC1=C2C3OC(=O)C(C)[C@@H]3CC[C@](C)(O)C2C2C3C4C5(C12)[C@H]1OC(=O)[C@@H](C)C1CC[C@]4(C)O[C@]5(C)[C@@H]3O (stereo partly specified),-1.5,-2,-3,9,-5,-1,2,17,-2,0.2,1
COc1ccccc1CCNC(=O)C(C)n1nc(C)c2c(C)n(-c3ccccc3)nc2c1=O (stereo unspecified),-0.5,15,18,18,-3,0,0,22,7,-0.1,-3
COc1ccc(CNC(=O)Nc2ccccc2)cc1,1.0,-50,-53,-139,-5,-1,·,-217,1,0.1,-9
Cc1ccc(C2SCC(=O)N2c2ccccc2)cc1 (stereo unspecified),1.8,-9,9,-18,-1,-2,-1,-60,3,-0.2,2
CN(C)c1ccc(C=Nc2ccccc2)cc1,-2.4,8,-10,-83,-5,0,0,-7,-1,0.0,3
CCN(CC)S(=O)(=O)c1ccc(F)c(C(=O)NCCCN2CCOCC2)c1,-0.3,0,5,14,-8,-1,1,19,0,-0.1,-2
CCCNC(=O)C1(C)CCN(C(=O)c2sccc2C)C1 (stereo unspecified),-2.5,2,·,9,-6,·,-5,3,-1,0.3,-2
CC(=O)Nc1ccc(S(=O)(=O)NCc2ccc(C(=O)NCCN3CCCCCC3)cc2)cc1,0.0,-28,-4,18,·,0,3,11,-2,0.1,-3
NC(=O)CSc1nnc(-c2ccccc2F)n1C1CC1,-0.7,11,-12,5,-4,4,-4,14,-8,0.1,14
O=C(CSCc1ccccc1)Nc1ccc(Cl)cn1,1.4,1,-51,-141,·,0,4,-148,-2,-0.1,-6
CCCc1cc(=O)[nH]c2nnc(SCC(=O)NC3CCCC3)n12,-0.3,-21,0,-1,-6,-3,-11,12,2,0.1,2
CC(C)C1C(=O)N(Cc2cn(CC3CCCCC3)nn2)CCS(=O)(=O)N1Cc1ccc(-c2ccccc2)cc1 (stereo unspecified),-2.6,-43,·,27,-6,·,-2,12,12,0.2,-2
COc1cc(C)c(Cl)cc1S(=O)(=O)NCc1ccccn1,-0.3,-23,3,-2,-5,2,3,12,-4,0.0,-4
COc1ccc(NC(=O)C2CCN(C(=O)[C@@H]3Cc4ccccc4CN3)CC2)cc1,-0.4,-21,-8,-62,-3,1,6,-66,0,0.1,2
O=C(c1ccc2c(=O)n(CCc3ccccc3)c(=O)[nH]c2c1)N1CCN(c2ccc(F)cc2)CC1,0.6,-11,43,-27,-5,5,-14,-17,43,0.2,-14
CC(C)(C)n1nnnc1C(c1ccccc1F)N(Cc1ccco1)CC1CCCO1 (stereo unspecified),0.1,13,-6,19,-7,-1,-3,2,1,0.0,-3
O=C1NCCNC(=O)c2ccccc2OCCOc2ccccc21,0.4,9,11,4,6,5,36,13,-3,-0.1,-8

Assay outcomes from PubChem BioAssay.
